# CHO-K1 Ca PAM – M1 PAM counterscreen hit in parental CHO-K1 cells | hit rate 0.02% among 360,000 | activation, % at 3 µM | AID 602247 | ATP EC20, Fluo-8 calcium fluorescence; 0% at ATP EC20, 100% at ATP max;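 active = activation above the run cutoff, the mean activation of all test compounds plus 3 SD, cut at about 40% in these data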;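 note: peak over basal fluorescence ratio in a 140 s read after ATP addition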
# TAAR1 antag – antagonists of human TAAR1; AID 624466; inhibition, % at 3 µM; CHO RD-HGA16 TAAR1, Fluo-8 calcium fluorescence, antagonist; hit rate 1.5% among 360,000;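 active = inhibition above a per-plate cutoff, the mean inhibition of test compounds on that plate plus 3 SD, cut at about 49% in these data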;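 note: 0% = DMSO plus EC80 beta-PEA response and 100% = DMSO alone without agonist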
# Target sequence (Q96RJ0 whole entry, looked up): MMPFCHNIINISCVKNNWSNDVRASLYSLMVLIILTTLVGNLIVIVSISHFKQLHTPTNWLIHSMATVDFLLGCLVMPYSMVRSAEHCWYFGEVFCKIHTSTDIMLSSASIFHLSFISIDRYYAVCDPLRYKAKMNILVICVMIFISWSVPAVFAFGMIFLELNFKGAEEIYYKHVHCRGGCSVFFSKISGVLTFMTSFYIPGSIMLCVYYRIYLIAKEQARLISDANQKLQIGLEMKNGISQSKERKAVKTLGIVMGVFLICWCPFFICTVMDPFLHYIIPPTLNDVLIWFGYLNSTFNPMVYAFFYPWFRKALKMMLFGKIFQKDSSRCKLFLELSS
#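 System: RD-HGA16 CHO cells with stable hTAAR1 and Gα16 | Probe or stimulus: EC80 β-phenethylamine stimulus | Dosing: 3 µM, single point | Times: Dye loading 75 min at 37 °C, then 30 min room temperature | Measured by: Fluo-8 calcium-sensitive fluorescence | Read-out basis: % inhibition of agonist calcium response | Replicates: n of 1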
# TAAR1 ag – human TAAR1 agonism | Q96RJ0 | CHO RD-HGA16 TAAR1, Fluo-8 calcium fluorescence; vehicle wells 0%, saturating PEA agonist 100% | activation, % at 3 µM | hit rate 0.99% among 360,000 | AID 624467;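 active = activation above the mean activation of all test compounds in the run plus 3 SD, cut at about 38% in these data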
#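 System: CHO-derived RD-HGA16 cells with stable Gα16 and human TAAR1. Times: 17-24 h plating, Fluo-8 75 min 37 °C, 30 min RT. Measured by: calcium-sensitive Fluo-8 signal, excitation 470-495, emission 515-575 nm. Read-out basis: % activation relative to PEA EC100 response. Control set: DMSO and PEA EC100. Repeats: no replicates (n 1).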
# M1 ag parental – counter-screen for M1 agonists: effect in parental CHO-K1 cells. hit rate 0.48% among 360,000. activation, % at 3 µM. Fluo-8 calcium fluorescence; scaled to maximal ATP response, vehicle zero; in the data active = activation above about 15%;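 note: untransfected CHO-K1 host cells lacking M1 receptor as counterscreen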
# M1 ag – activates human CHRM1 receptor; P11229; CHO-K1 hM1, Fluo-8 calcium fluorescence, agonist mode; 0% DMSO, 100% acetylcholine EC100; activation, % at 3 µM; hit rate 0.33% among 360,000; AID 588814;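 active = activation above the run's mean compound activation plus 3 SD, cut at about 16% in these data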;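 note: peak over basal fluorescence ratio within a 140 s kinetic read after compound addition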
# Target sequence (P11229 whole entry, looked up): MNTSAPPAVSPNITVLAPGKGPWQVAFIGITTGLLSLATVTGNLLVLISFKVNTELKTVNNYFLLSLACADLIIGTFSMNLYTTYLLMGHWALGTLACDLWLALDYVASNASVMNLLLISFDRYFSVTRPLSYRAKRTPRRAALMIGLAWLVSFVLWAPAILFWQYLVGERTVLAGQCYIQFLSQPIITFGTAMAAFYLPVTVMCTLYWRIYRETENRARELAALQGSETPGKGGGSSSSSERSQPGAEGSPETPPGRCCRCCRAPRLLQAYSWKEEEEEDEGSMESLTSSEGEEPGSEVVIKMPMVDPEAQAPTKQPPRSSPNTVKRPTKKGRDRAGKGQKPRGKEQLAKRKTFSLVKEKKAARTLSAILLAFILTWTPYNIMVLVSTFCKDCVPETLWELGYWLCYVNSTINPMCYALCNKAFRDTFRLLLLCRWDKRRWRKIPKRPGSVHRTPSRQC
# OXTR potentiate – potentiators of human oxytocin receptor; activation, % at 3 µM; hit rate 0.061% among 320,000; AID 2445; CHO-OTR cells, Fluo-8 calcium fluorescence, potentiator mode; 0% = oxytocin EC15, 100% = EC100; P30559;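 active = activation above that plate's cutoff, the mean activation of tested compounds plus 3 SD, cut at about 6.6% in these data, passing the limit was not always enough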;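 note: 100% uses oxytocin at 75 nM as the full agonist control; some results filed as inactive read as strong as hits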
#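 System: human OTR in CHO cells; Also added: sub-maximal oxytocin, roughly EC15; Timing: compound 6 min at room temperature before oxytocin, 100 s read; Technique: Fluo-8 intracellular calcium fluorescence, ex 470-495, em 515-575 nm; Controls: oxytocin EC15 low and EC100 high; Replication: singlicate.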
# CHO-K1 Ca antag – counter-screen for M1 antagonists: effect in parental CHO-K1 cells; hit rate 0.6% among 360,000; ATP-induced calcium, Fluo-8 fluorescence; inhibition, % at 3 µM;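 active = inhibition above a per-plate cutoff, the plate's mean sample inhibition plus 3 SD, cut at about 24% in these data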;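 note: 0% = DMSO plus EC80 ATP and 100% = DMSO alone without ATP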
# CHRM1 antagonist – blocks human M1 muscarinic receptor; inhibition, % at 3 µM; hit rate 1.3% among 360,000; P11229; CHO-K1 hM1, Fluo-8 calcium fluorescence, ACh EC80 antagonist; AID 588852;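 active = percent inhibition above its own plate's cutoff, namely the mean of that plate's compound wells plus 3 SD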;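 note: peak over basal fluorescence ratio during 140 s after agonist addition; 0% = ACh EC80 plus DMSO and 100% = DMSO alone without agonist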
# CHO parental Ca – counter-screen for OX1R antagonists: effect in parental CHO cells; parental CHO-K1, ATP-induced calcium, Fluo-8 fluorescence; inhibition, % at 5.6 µM; hit rate 0.63% among 330,000; AID 463079;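 active = inhibition above that plate's mean sample inhibition plus 3 SD, cut at about 26% in these data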;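 note: 0% = ATP-challenged DMSO wells and 100% = DMSO wells without ATP; some compounds past the cut are filed as inactive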
#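 test system = CHO parental line | reagent = ATP stimulus | measured by = intracellular calcium via Fluo-8 no-wash fluorescent dye | control set = ATP and no-ATP DMSO wells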
# Active calls of the source: *; / = no result given; & = joins results of further samples.
compound	CHO-K1 Ca PAM	TAAR1 antag	TAAR1 ag	M1 ag parental	M1 ag	OXTR potentiate	CHO-K1 Ca antag	CHRM1 antagonist	CHO parental Ca
COc1ccc(-c2nc(S(=O)(=O)c3ccccc3)c(N3CCCC3)o2)cc1	0	2	-1	0.1	1	/	3	-16	/
CN(C)CCNCc1ccc(OC2CCCC2)cc1	11	4	3	1.3	-14	-5	-33	13	-16
CC(=O)Nc1ccc(N=c2cc([N+](=O)[O-])cc(Cl)n2O)cc1	9	-7	2	0.9	-1	-9	-12	-1	-2
O=C(Nc1ccc([N+](=O)[O-])cn1)C1CCCCC1	-6	12	3	-0.6	-7	-13	15	-2	-9
CCn1cc(S(=O)(=O)CC(=O)Nc2cccc(C)c2)c2ccccc21	18	-7	1	1.9	1	-1	-7	-12	3
CCN1CCN(c2ccc([N+](=O)[O-])cc2C(=O)c2ccc(Cl)cc2)CC1	0	2	7	0.4	-5	0	-8	96*	-29
C/C(CC(=O)Nc1cc(Cl)ccc1Cl)=N\NC(=O)c1ccco1	15	-10	10	0.2	0	-6	-2	-17	-31
CCCNC(=O)c1ccccc1NC(=O)COc1cccc2c1OC(C)(C)C2	-9	50*	8	4.4	-2	-13	-2	13	-31
C/C(=C\c1ccco1)CN1CCN(Cc2ccc(C)o2)C(CCO)C1 (stereo not drawn)	7	-3	0	0.8	-7	-1	-6	-9	-18
Clc1ccc(NN(Cc2ccncc2)c2ccc(Cl)cc2)cc1	26	39	2	1.7	-8	/	-8	3	/
COc1ccc(-c2c(-c3ccccc3OC)oc3ccccc23)cn1	4	-28	4	0.0	-6	-4	-14	3	-36
CN(C)CCCNC(NC(=O)/C=C/c1ccccc1)C(Cl)(Cl)Cl (stereo not drawn)	18	-3	1	0.5	-7	6	-9	-7	-11
CC(C)c1ccc(OCC(=O)N2CCN(c3ccccn3)CC2)c(Br)c1	10	-2	1	0.9	-3	-4	-6	-3	-19
Cc1ccc(CNC(=O)[C@]2(C)CCC[C@@]3(C)C4CC[C@@]5(C)C[C@]4(CCC32)CC5=O)cc1 (stereo partly drawn)	12	42	9	0.3	-7	-6	-6	8	-17
CC(=O)OCC(=O)C1(O)CCC2C3CC(F)C4=CC(=O)CCC4(C)C3C(=O)CC21C (stereo not drawn)	18	2	2	0.8	-1	/	-14	-19	/
COc1ccc(NC(=O)COC(=O)CNC(=O)C2CCCCC2)cc1	10	-5	6	0.7	-4	-4	-13	-4	-5
Nc1nc(SCC(=O)c2ccc(Oc3ccccc3)cc2)n[nH]1	-13	10	1	-0.2	-2	-10	10	2	-5
COc1ccccc1NC(=O)/C(=C/c1ccncc1)NC(=O)c1ccccc1	12	-18	4	3.6	-2	-9	-13	-7	-10
O=C(Nc1ccc(O)cc1)c1ccc2c(c1)C(=O)N(Cc1cccnc1)C2=O	7	-9	2	0.3	-3	-3	-12	-11	-11
O=C(COC(=O)c1ccc(F)cc1)Nc1nc2ccc([N+](=O)[O-])cc2s1	4	7	4	1.9	-4	-7	6	2	-2
O=C(CC1C(=O)NCCN1Cc1ccc(F)c(F)c1)NCCCn1ccnc1 (stereo not drawn)	-1	15	2	-0.1	-9	-18	5	2	-12
CCn1nnc(-c2ccccc2NC(=O)C(F)(F)F)n1	3	-10	14	0.3	-3	3	-11	-8	0
Cc1c(C(=O)c2ccc(Cl)cc2Cl)cnc2cc3c(cc12)OCO3	-2	-10	8	0.1	-2	-16	-5	0	-18
Nc1ccccc1C#CC(=O)c1ccccc1	2	23	2	0.2	-5	0	-3	-7	-4
O=C(CSc1nc2[nH]ncc2c(=O)n1-c1ccc(Cl)c(Cl)c1)NCc1ccccc1Cl	16	-1	6	1.4	2	-10	-16	-5	-16
CCN1CCN(Cc2ccc(NC(=O)c3ccc(C)c(NC(=O)N4CCNC4=O)c3)cc2C(F)(F)F)CC1	16&-7&5	-1&-1	2&1	0.1&0.4&0.6	-4&-8&-9	-2&-5	-8&-4&-19	-12&-6&1	-12&-13
O=C(Nc1ccc([N+](=O)[O-])cc1)Nc1cnccn1	7	-11	6	9.3	4	-14	-1	-6	2
O=C(NCCCN1CCOCC1)C1Cc2c(ccc3ccccc23)O1 (stereo not drawn)	-2	-7	0	0.5	-3	-13	-2	-12	8
CCN1C(=O)[C@@H]2[C@@H](c3ccc(-c4ccccc4)cc3)N3CCCC[C@@]3(C(=O)OC)[C@@H]2C1=O	5	20	4	0.7	-3	-7	-9	-11	-24
Cc1ccc2c(CN3CCOCC3)cc(=O)oc2c1	/	0	0	/	/	7	/	/	-6
COc1ccccc1/C=C/C=N/n1c(C2CCCCC2)n[nH]c1=S	-12	-23	4	-0.3	-4	-4	10	15	-17
COc1cc(CC(=O)N/N=C/c2ccc([N+](=O)[O-])cc2)c([N+](=O)[O-])cc1OC	13	10	2	0.1	-7	-9	6	-2	-3
COc1cccc(C(NC(C)=O)c2nc(-c3ccc(F)c(Cl)c3)cs2)c1 (stereo not drawn)	0	7	4	0.8	-1	/	5	-11	/
COc1ccc(OC)c(S(=O)(=O)NC2CCSc3ccccc32)c1 (stereo not drawn)	-26	5	-2	0.1	-7	0	-6	-8	-5
CC(C)N1CCc2c(sc(NC(=O)C3CCCCC3)c2C(N)=O)C1	21	-20	2	-0.1	-5	-1	-11	-19	-12
CC(=C\c1ccco1)/C=C1/SC(=S)N(CC(=O)O)C1=O	7	0	1	0.4	-4	-25	-13	-2	-10
COC(=O)c1ccc(OCC(=O)NC(C)(C)C)cc1	16	-16	8	0.5	3	-12	-9	-56	-8
O=C(NCCc1c[nH]c2ccccc12)C(=O)Nc1ccccc1	8	16	3	2.0	0	-7	9	7	6
O=C(CNC(=O)c1ccccn1)N=Nc1c(O)[nH]c2ccccc12	-9	10	2	1.5	-8	-3	8	13	3
COc1ccccc1C(=O)N(Cc1sccc1C)C1CCS(=O)(=O)C1 (stereo not drawn)	10	-2	0	0.8	-2	-3	-14	-6	5
C=CCn1c(C)csc1=Nc1ccc(C(=O)O)cc1	12	-18	1	0.6	-3	-9	-2	-2	-6
COc1c(F)c(F)c(C(=O)Nc2ccc(-c3nc4ccccc4[nH]3)cc2)c(F)c1F	5	35	7	7.2	-1	-3	0	-4	-3
CCOC(=O)N1CCN(C(=O)c2cnc(Nc3ccccc3OC)c3ccccc23)CC1	4	42	6	4.1	-3	-9	7	33*	-31
CC(NC(=O)COC(=O)c1ccc(CO)cc1)C1CC2CCC1C2 (stereo not drawn)	1	-6	5	0.7	-1	-4	-6	7	-17
O=[N+]([O-])c1ccc(N2CCN(C(=S)NC3CCCCC3)CC2)cc1	4	52*	10	8.9	2	-22	9	21*	33*
Cc1[nH]c(N)nc(=S)c1CCCNc1ccccc1	15	-11	3	-0.1	-2	/	-12	-7	/
CC(=O)N1CCc2cc(S(=O)(=O)NC(C(=O)N3CCN(c4ccccc4F)CC3)C(C)C)ccc21 (stereo not drawn)	11	-2	1	2.1	-9	-4	-8	-1	-23
COc1ccc(NC(=S)N2CCN(C(=O)C3CCCO3)CC2)c(OC)c1 (stereo not drawn)	23	-1	3	0.5	-5	-6	-10	-10	7
CCCCOC(=O)c1ccc(NC(=O)CSc2nncn2C)cc1	17	-15	1	0.0	-2	-19	-2	-22	-5
CCOC(=O)c1cccc(OC(=O)CCNC(=O)c2ccc(Cl)cc2)c1	-15	20	21	-0.2	-4	-5	-7	13	-29

# Following part:
compound	CHO-K1 Ca PAM	TAAR1 antag	TAAR1 ag	M1 ag parental	M1 ag	OXTR potentiate	CHO-K1 Ca antag	CHRM1 antagonist	CHO parental Ca
CC(=O)Nc1ccc2c(c1)C(=O)c1ccccc1C2=O	-4	5	5	-0.1	-2	-14	6	1	0
Oc1ccccc1C1N=C(c2ccccc2)NC(c2ccccc2)=N1	13	4	5	0.3	-4	-3	-5	-1	-12
CC1(C(=O)N(CC(=O)NC2CCCC2)Cc2ccco2)CC(=O)N=C2C=CC=CN21 (stereo not drawn)	24	5	11	0.0	-3	2	-12	-9	-8
COc1ccc(C(C(=O)NCC2CCCO2)N(Cc2ccco2)C(=O)c2snc(C(N)=O)c2N)cc1OC (stereo not drawn)	4	24	10	6.3	0	-13	-14	-11	0
CCc1ccc(OCC(=O)Nc2cccc3nsnc23)cc1	1	1	1	-0.7	-7	-12	4	-4	-8
CCN=C(NCC)SC1CC(=O)N(c2cccc(OCC)c2)C1=O (stereo not drawn)	-8	71*	23	7.0	2	-25	30*	44*	-17
Cc1ccc2c(c1)C(=O)CC1(CCCCCC1)O2	-10	0	18	-0.7	0	-8	7	-14	14
Cc1ccc(-c2csc3ncnc(NCCC(=O)O)c23)cc1C	0	-12	4	0.1	-3	-4	-7	-5	9
CCc1nnc(NS(=O)(=O)c2ccc(NC(=O)/C=C/c3ccccc3Cl)cc2)s1	5	-14	8	-0.1	-4	3	-12	-1	-1
CC1(C)Cc2noc(N)c2C(C)(C)N1OC(=O)c1ccco1	-2	2	-1	-0.2	-2	-8	9	-16	3
CCOc1cc2[nH]c(=O)n(CCC(=O)N3CCN(c4ccccc4OC)CC3)c(=O)c2cc1OCC	17	6	0	0.3	-4	-16	-9	-1	-16
NS(=O)(=O)c1ccc(CCNC(=O)c2cc(-c3ccco3)nc3ccccc23)cc1	5	-28	0	2.2	0	-1	-4	-5	-14
Cc1cccc(-n2cnc(C(=O)NNC(=S)Nc3ccc(Cl)cc3)c2)n1	17	17	10	0.9	-4	-1	-14	-16	-8
Cc1csc(=O)n1CC(=O)OCc1nnc(-c2ccc(Cl)cc2)o1	-19	-6	0	-0.2	-2	-5	15	-7	-17
Cn1c(N)c(C(=O)COC(=O)CCC2CCCC2)c(=O)n(C)c1=O	9	-16	10	4.1	-7	-18	-12	-7	4
COc1cccc(CNC(=S)Nc2ccc3c(c2)c(=O)n(C)n3Cc2ccc(F)cc2)c1	19	-7	2	4.5	-3	/	1	-1	/

# Filtered by structure: the entries above with a CF3 group
compound	CHO-K1 Ca PAM	TAAR1 antag	TAAR1 ag	M1 ag parental	M1 ag	OXTR potentiate	CHO-K1 Ca antag	CHRM1 antagonist	CHO parental Ca
CCn1nnc(-c2ccccc2NC(=O)C(F)(F)F)n1	3	-10	14	0.3	-3	3	-11	-8	0
CCN1CCN(Cc2ccc(NC(=O)c3ccc(C)c(NC(=O)N4CCNC4=O)c3)cc2C(F)(F)F)CC1	16&-7&5	-1&-1	2&1	0.1&0.4&0.6	-4&-8&-9	-2&-5	-8&-4&-19	-12&-6&1	-12&-13
